# Assay outcomes from PubChem.
# IMPase Li cell = qHTS Assay for Identifying the Cell-Membrane Permeable IMPase Inhibitors: Potentiation with Lithium | 210,000 compounds, 0.35% hits | Potency, µM (titrated, usually from 59.4 µM), without a hit: at the top dose activity, negative = IMPase inhibition, hits mostly inhibitors | AID 1457, 2008 | CHO-M1 cells, IP1 TR-FRET (IP-One), carbachol + lithium;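 also: IP1 builds up when IMPase is blocked and the TR-FRET signal falls; potency is read from the fitted curve at half-maximal effect; plate controls were basal vehicle for no effect and high inhibitor control for full effect; nearly all actives have a fitted effect of over 50% in size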
#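 IP1 accumulation measured by competitive TR-FRET in lysed CHO-M1 cells after 30 min compound exposure at 37C, with a small lithium addition to potentiate weak responses. Hill-equation AC50 from ratio and donor-channel data.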
# SMN2 splice enh = qHTS Assay for Enhancers of SMN2 Splice Variant Expression. HEK293 SMN2-luciferase splicing reporter, luminescence, 30-36 h. Potency, µM (series often up to 46.1 µM), for inactives: at the highest dose activity change, positive = activation, hits mostly activators. 210,000 compounds, 2.8% hits. AID 1458, 2008; also: potency is read from the fitted curve at half-maximal effect; % of control where 0% means no effect; nearly all actives have a fitted effect of over 55% in size
#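 qHTS luciferase splicing reporter: luminescence rises when SMN2 exon 7 is included in transfected HEK293 cells. Compound exposure lasted 30-36 h at 37C, with 4.5 mM final sodium butyrate as control, followed by a ONE-Glo read.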
# KinaseGlo FLuc = Counterscreen for Luciferase (Kinase-Glo TM) Inhibition. Luciferin 4-monooxygenase (Photuris pensylvanica), Q27757. Kinase-Glo luciferase, ATP luminescence, 8 min. Potency, µM (highest dose often 38.3 µM), for the others: at the top dose activity change, negative = inhibition, actives largely listed as inhibitors. 200,000 compounds, 0.28% hits; also: potency is read from the fitted curve at half-maximal effect; % is scaled to controls: 0 for no effect and ±100 for the full control effect; nearly all actives have a fitted effect of over 60% in size
#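 Luminescence was the read-out, taken after 8-minute incubation at ambient temperature. Luciferase turned over luciferin with 10 uM ATP in imidazole pH 7.2 buffer containing KCl, MgCl2, Tween 20 and BSA.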
# CBFb RUNX1 block = qHTS Assay for Compounds Blocking the Interaction Between CBF-beta and RUNX1 for the Treatment of Acute Myeloid Leukemia; Potency, µM (series often up to 59.8 µM), inactives show at the top dose activity, negative = inhibition, actives largely listed as inhibitors; AlphaScreen CBFb-His/RUNX1-biotin binding, biochemical; 230,000 tested, under 10 active; AID 1477, 2009; Runt-related transcription factor 1 (Homo sapiens) + Core-binding factor subunit beta …; also: % of control where 0% means no effect
# Target sequence (Q01196 whole entry, looked up): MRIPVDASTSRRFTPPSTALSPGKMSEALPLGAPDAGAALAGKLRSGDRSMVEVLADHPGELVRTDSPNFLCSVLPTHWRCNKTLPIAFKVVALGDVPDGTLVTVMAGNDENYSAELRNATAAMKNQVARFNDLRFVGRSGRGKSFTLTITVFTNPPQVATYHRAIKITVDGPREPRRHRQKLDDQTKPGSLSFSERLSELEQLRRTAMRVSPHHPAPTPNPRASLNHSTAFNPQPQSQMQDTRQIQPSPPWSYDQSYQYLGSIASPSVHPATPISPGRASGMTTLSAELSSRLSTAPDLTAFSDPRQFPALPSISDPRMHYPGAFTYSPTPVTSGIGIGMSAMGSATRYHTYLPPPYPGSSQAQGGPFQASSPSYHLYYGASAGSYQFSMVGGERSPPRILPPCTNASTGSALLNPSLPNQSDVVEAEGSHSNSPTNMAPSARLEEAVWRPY
# Target sequence (Q13951 whole entry, looked up): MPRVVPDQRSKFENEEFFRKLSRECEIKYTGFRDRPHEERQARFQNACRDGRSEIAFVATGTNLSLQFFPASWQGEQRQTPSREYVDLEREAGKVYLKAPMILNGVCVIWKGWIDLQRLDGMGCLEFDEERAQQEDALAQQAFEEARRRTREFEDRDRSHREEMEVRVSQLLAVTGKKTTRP
#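 Proteins preincubated together for 20 min at RT before compound addition; 15 min later, nickel and streptavidin beads were added and left 90 min prior to AlphaScreen measurement.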
# LMNA splice mod = qHTS Assay for Modulators of Lamin A Splicing | Potency, µM (series often up to 46.1 µM), for the others: top-dose ratio change, negative = inhibition, actives largely listed as inhibitors | AID 1487, 2009 | HeLa LMNA splicing GFP/RFP minigene ratio, 48 h | 200,000 compounds, 0.01% hits; active = well fitted inhibition curve with a large enough effect in the signal ratio, with a control signal flat, not every such curve was filed as active; inconclusive = small, poorly fitted or top-dose-only effect, or effect the other way, or a change in a side signal; the % refers to the signal ratio; also: potency is read from the fitted curve at half-maximal effect; % is scaled to controls: 0 for no effect and ±100 for the full control effect
#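 S3 HeLa cells stably expressing lamin A-EGFP splicing minigene plus DsRed2, 600 cells/well, 48 h compound exposure at 37C. Laser-scanning cytometry; analysed as GFP (500-530 nm)/RFP (575-640 nm) total intensity ratio; 0.5% DMSO vehicle.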
# HTT ATP protect = qHTS Multiplex Assay to Identify Dual Action Probes in a Cell Model of Huntington: Cytoprotection (ATP); AID 1471, 2008; PC12 HTT-Q103 induced, cytoprotection, ATP luminescence, 40 h; 230,000 compounds, 0.14% hits; Potency, µM (series often up to 56.4 µM), inactives show cytoprotection (ATP increase), usual class: activators;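 also: potency is read from the fitted curve at half-maximal effect; % of control where 0% means no effect; nearly all actives have a fitted effect of over 45% in size; toxic huntingtin expression switched on by the ecdysone agonist tebufenozide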
#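 Rat PC12, Q103 Htt exon1-GFP fusion, ecdysone promoter; tebufenozide inducer 100 nM final; compound titration; qHTS, 1500 cells/well; ATPlite luminescent read.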
# HttQ103 aggreg = qHTS Multiplex Assay to Identify Dual Action Probes in a Cell Model of Huntington: Aggregate Formation (GFP); PC12 HttQ103-GFP aggregates, Acumen cytometry, 40 h; Potency, µM (doses to about 46.1 µM), inactives show at the highest dose activity change, negative = inhibition, actives largely listed as inhibitors; 220,000 compounds, 1.1% hits; also: potency is read from the fitted curve at half-maximal effect; % is scaled to controls: 0 for no effect and ±100 for the full control effect; nearly all actives have a fitted effect of over 60% in size
#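 Ecdysone-promoter PC12 model expressing HTT exon 1 Q103 fused to GFP, induced by tebufenozide at 100 nM final. Compounds titrated; aggregates sized 1–25 µm scored on a 488 nm laser cytometer.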
# * marks the source's active call; other numbers are inactive results; ? = inconclusive; / = not tested or not shown; [ ] = another dose, or the depositor's remark. Unless noted, calls follow the shape of the dose curve; as a rule, active = well fitted curve in the direction sought with a large enough effect; inconclusive = small, poorly fitted or top-dose-only effect, or another doubt; inactive = no such curve, though single readings can be large; an effect the other way counts as inactive or inconclusive.
SMILES,IMPase Li cell,SMN2 splice enh,KinaseGlo FLuc,CBFb RUNX1 block,LMNA splice mod,HTT ATP protect,HttQ103 aggreg
COC(=O)C1CCCN1C(=O)C1CCCN1C(=O)CNC(=O)OCc1ccccc1 (configuration not stated),15%[38.3 µM],15%,2%,6%,-12%,23%[10 µM],-3%
O=C(CN1C(=O)c2ccccc2S1(=O)=O)NCc1cccnc1,-10%[38.3 µM],5%,1%,5%,6%,-25%,-6%
Cc1cc(Sc2nc(NC(C)C)nc(NC(C)C)n2)nc(Cl)n1,8%,-1%,4%,20%,/,?,0%
O=C(CC12CC3CC(CC(C3)C1)C2)N1CCCOC1,-14%[38.3 µM],-5%,-3%,1%,9%,14%[10 µM],2%
O=C(CN1CCN(c2ccccn2)CC1)NCCc1ccccc1,-12%[38.3 µM],2%,-8%,-4%,2%,-18%,-17%
CC(=O)NS(=O)(=O)c1ccc(NC(=O)C2c3ccccc3Oc3ccccc32)cc1,2%,-9%,3%,2%,0%,-5%[10 µM],-18%
O=[N+]([O-])c1ccc(O)c(C(C#Cc2ccccc2)N2CCOCC2)c1 (configuration not stated),/,/,/,-14%,/,7%[10 µM],-7%[9.22 µM]
Cn1c(CCNC(=O)c2ccccc2)nc2cc(NC(=O)C3CCCCC3)ccc21,22%[38.3 µM],14%,-4%,-1%,7%,-3%[10 µM],-5%
O=C1C=CC2=C3c4cc(O)c(O)cc4C[C@@]3(O)COC2=C1,15%,-20%,-2%,/,/,?,/
CCc1cc2c(NC(C(=O)O)C(C)C)ncnc2s1 (configuration not stated),0%[38.3 µM],8%,4%,1%,8%,8%,6%
COC(=O)C1=NN(c2ccc(C)cc2)C2C(=O)N(c3ccccc3OC)C(=O)C12 (configuration not stated),/,/,/,?,/,1%[10 µM],8%[9.22 µM]
COc1cccc(OC)c1C(=O)n1nc(C)cc1C,20%[38.3 µM],9%,0%,0%,19%,13%[10 µM],2%
Cc1c(Cl)cccc1NC(=S)N(CCCN1CCOCC1)Cc1cccs1,15%,-12%,0%,2%,0%,-6%[10 µM],5%
CC(=O)Nc1ccc(-c2ccnc(-c3ccc(NC(C)=O)cc3)n2)cc1,3%,/,0%,-7%,/,-29%[10 µM],-17%[9.22 µM]
CCn1cc(-c2csc(N)n2)c(C)n1,0%,-2%,-1%,-2%,5%[46 µM],-65%[inhibitor],-15%
O=C(O)C1CC=CCC1C(=O)N1CC=C(c2ccccc2)CC1 (configuration not stated),-3%,-30%,6%,1%,-3%[46 µM],-8%,0%
Cc1c(Cl)cccc1NC(=O)C1CCN(S(C)(=O)=O)CC1,5%,/,1%,3%,?,-6%[10 µM],-11%[9.22 µM]
O/C(=C\c1nc2ccccc2nc1/C=C(\O)c1ccccc1)c1ccccc1,-8%,?,0%,3%,-30%[46 µM],19%,?
O=C(NC(=S)NCc1ccccc1)C1CC1,-1%,/,3%,4%,/,-4%,1%
COc1cc(OC)cc(C(=O)NC(=S)NNC(=O)[C@H]2C[C@@H]2c2ccccc2)c1,/,/,/,-9%,/,11%[10 µM],-19%[9.22 µM]
COc1ccc(-n2c(C)cc(C(=O)CN3CCCCC3)c2C)cc1,23%,-8%,-5%,-8%,-9%[9.22 µM],-12%,19%
CC(C)C[C@@H]1NC(=O)[C@H](C(C)C)NC(=O)c2cc([N+](=O)[O-])cc(I)c2NCC[C@@H](C(N)=O)NC1=O,2%,11%,1%,4%[2.36 µM],8%,/,12%
Cc1nc2ccc(S(=O)(=O)N(C)CC(=O)Nc3ccccc3F)cc2s1,4%,/,/,-4%,/,?,-1%
COc1cccc(CN(Cc2ccco2)S(=O)(=O)c2ccc(S(=O)(=O)NCc3ccccc3)cc2)c1OC,8%,-25%,1%,4%,?,-10%[10 µM],-27%
CCCSc1nc2c(=O)[nH][nH]c(=O)c2n1Cc1ccccc1,-2%,21%,-1%,11%,-8%,28%[10 µM],1%
CCCOc1ccc(N2C(=O)CC(N(CCc3ccc(OC)cc3)C(=O)/C=C/C(=O)O)C2=O)cc1 (configuration not stated),8%,/,5%,10%,24%[46 µM],-6%[10 µM],9%[9.22 µM]
COc1c(Cl)cc(Cl)cc1CNc1ccc(S(N)(=O)=O)cc1,-3%,/,4%,-2%,?,4%[10 µM],0%[9.22 µM]
O=C(NC1CCCCC1)C(=S)NCCc1ccccc1,4%,?,2%,22%,-3%[46 µM],/,-4%
CC1CCN(c2nc(-c3ccco3)c3c(c2C#N)CC(C)(C)OC3)CC1,19%[38.3 µM],-9%,2%,17%,2%,-5%,-2%
Cc1ccccc1OCC(=O)Nc1cc(S(=O)(=O)N2CCCCC2)ccc1N1CCN(C)CC1,20%,-7%,-1%,1%,/,-31%,8%
CCC(OC(C)=O)c1cc2c(cc1[N+](=O)[O-])OCCO2 (configuration not stated),11%,/,1%,3%,?,-9%[10 µM],-23%[9.22 µM]
CC1=C(C(=O)OC2CCCC2)C(c2ccc(C)o2)C2=C(CC(c3cccs3)CC2=O)N1 (configuration not stated),32%[activator][38.3 µM],-2%,1%,8%,-23%,12%,-16%
CC(C)=CC(=O)Nc1nnc(-c2cccnc2)s1,?,27%,-9%,0%,3%,-16%[10 µM],7%
COc1ccc(-c2c(C)n([O-])c3c([n+]2=O)CCCCC3)cc1,-3%,2%,0%,11%,10%,/,-1%
CCCN(CCC)S(=O)(=O)c1cc(Br)cc2c1N(C(=O)CC)CC2,2%,-27%,-3%,7%,-19%,27%[10 µM],-3%
Oc1c(C(c2ccco2)N2CCN(C(c3ccccc3)c3ccccc3)CC2)sc2ncnn12 (configuration not stated),11%[38.3 µM],3%,-2%,-23%,?,-33%,-9%
CCN(CC)CCN1C(=O)C(O)=C(C(C)=O)C1c1ccccc1[N+](=O)[O-] (configuration not stated),/,/,/,-3%,/,14%[10 µM],-13%[9.22 µM]
CCOC(=O)c1ccc(NC(=O)CSc2nnc(COc3ccccc3OC)n2C)cc1,4%[38.3 µM],6%,1%,7%,10%,-4%[0.074 µM],13%
O=C(Nc1ccc(-c2nc3cccnc3s2)cc1)C1CCCO1 (configuration not stated),-16%,1.1µM*,?,9%[2.36 µM],-6%,/,?
c1ccc(-c2noc(C3CCCCC3)n2)nc1,-5%,11µM*,?,17%,-9%,-10%[10 µM],-7%
Cc1ccc(C(=O)Nc2cc([N+](=O)[O-])ccc2C)cc1,-6%,5%,1%,4%,/,?,?
Cc1c(Cl)cc(C(C)(C)C)c(O)c1Cc1c(C)c(Cl)cc(C(C)(C)C)c1O,3%,-48%[inhibitor][9.22 µM],2%[7.66 µM],/,/,5%[10 µM],/
C=CCN1C(=O)/C(=C/C(=O)OC)S/C1=N\NC(=O)c1ccccc1,/,/,/,2%,/,-9%[10 µM],-3%[9.22 µM]
Cc1cc(C)c(C#N)c(SCc2c(F)cccc2[N+](=O)[O-])n1,16%,-33%[inhibitor],-1%,-21%,?,12%[10 µM],3%
COc1cc(/C=C/C(=O)O)cc(S(=O)(=O)Nc2ccccc2Cl)c1OC,5%,?,1%,7%,?,20%[10 µM],5%
O=C(CNc1n[nH]c(=O)[nH]c1=O)N/N=C/c1ccccc1,/,/,/,-3%,/,24%[10 µM],8%[9.22 µM]
Cc1cccc(C)c1-n1c(C)cc(/C=N/NC(=O)c2ccncc2)c1C,10%[38.3 µM],2%,-1%,-15%,23%,-11%,?
CCn1c(SCC(=O)Nc2nccs2)nnc1-c1ccccc1,19%[38.3 µM],4%,2%,3%,-7%,24%[10 µM],?
COc1ccccc1N1C(=S)N=C(Nc2c(C)cccc2C)C12CCCC2,/,/,/,5%,/,-9%[10 µM],-23%[9.22 µM]
COCCCN(C(=S)Nc1c(C)cc(C)cc1C)C(C)c1ccccn1 (configuration not stated),10%,7%,4%,15%,-5%[46 µM],-45%,21%

# Some of these compounds in order of length of the SMILES, descending:
SMILES,IMPase Li cell,SMN2 splice enh,KinaseGlo FLuc,CBFb RUNX1 block,LMNA splice mod,HTT ATP protect,HttQ103 aggreg
Cc1cccc(C)c1-n1c(C)cc(/C=N/NC(=O)c2ccncc2)c1C,10%[38.3 µM],2%,-1%,-15%,23%,-11%,?
Cc1cc(C)c(C#N)c(SCc2c(F)cccc2[N+](=O)[O-])n1,16%,-33%[inhibitor],-1%,-21%,?,12%[10 µM],3%
Cc1ccc(C(=O)Nc2cc([N+](=O)[O-])ccc2C)cc1,-6%,5%,1%,4%,/,?,?

# (next part)
SMILES,IMPase Li cell,SMN2 splice enh,KinaseGlo FLuc,CBFb RUNX1 block,LMNA splice mod,HTT ATP protect,HttQ103 aggreg
Cc1ccsc1C1NC(=O)c2c(sc3c2CCN(C)C3)N1 (configuration not stated),7%[38.3 µM],-17%,-2%,-7%,3%,1%,-11%
CCn1c(NC(=O)c2nn(C)cc2Br)nc2ccccc21,-3%,-16%,-3%,7%,6%,/,-3%
CCC/C(C)=C/c1ccc(CC)cn1,/,/,/,11%,/,14%[10 µM],-8%[9.22 µM]
CC(=O)N[C@@H](CSC(=O)[C@]1([C@@H](O)C(C)C)NC(=O)[C@H](C)[C@@H]1O)C(=O)O,-9%,/,-1%[39.9 µM],14%[13.1 µM],/,-165%[inhibitor][10 µM],/
COCC(=O)N1CCN(c2nc3ccccc3o2)CC1,-3%,18%,-2%,3%,/,-12%,1%
CCOc1ccc(-c2[nH]ncc2Oc2ccccc2OCC)c(O)c1,2%[38.3 µM],-32%[inhibitor],1%,1%,?,-1%[0.074 µM],-6%
CC(C)n1c(N2CCN(CC(=O)Nc3ccc4c(c3)OCCO4)CC2)nc2ccccc21,12%[38.3 µM],-10%,2%,-3%,-1%,3%,-1%
O=C(COC(=O)C12CC3CC(CC(C3)C1)C2)NCc1ccco1,25%[38.3 µM],-3%,-1%,-3%,2%,-10%[10 µM],-7%
